ERK EGF block: qHTS Assay for Inhibitors of the ERK Signaling Pathway using a Homogeneous Screening Assay; Stimulation with EGF; HEK293-V1b, EGF-stimulated phospho-ERK AlphaScreen; Potency, µM (titrated, usually from 11.5 µM), for the others: top-dose activity change, negative = inhibition, actives largely listed as inhibitors; 0.41% of 130,000 active; AID 1454, 2008; active means well fitted inhibition curve with a large enough effect; inconclusive means small, poorly fitted or top-dose-only effect, or effect the other way;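 further: plate controls were stimulated vehicle wells for no effect and unstimulated vehicle basal for full effect; nearly all actives have a fitted effect of over 55% in size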
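Compounds are titrated over HEK293-V1b cells kept overnight in 1% FBS. After 30 min at 37C, EGF (25 nM final) triggers ERK phosphorylation for 5 min, measured by AlphaScreen in lysates.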
* marks the source's active call; other numbers are inactive results; ? = inconclusive; & = joins results of further samples; [ ] = another dose, or the depositor's remark. Potency means the concentration at half of the fitted maximal effect. The list is partial; rates above refer to the full screens.

ERK EGF block,compound
-4%,COCC1CCCCN1Cc1cn(-c2ccccc2)nc1-c1ccc2c(c1)OCO2 (stereo not drawn)
11%,Cc1ccc(C(=O)N2CCOCC2)cc1S(=O)(=O)Nc1cccc(C)c1C
-6%,CSc1nc(Cl)cc(N2CCOCC2)n1
7%[57.5 µM],COCCCNC(=O)c1cc(C)nn1-c1ccccc1
2%,Cc1ccc(SCc2cc(=O)[nH]c(/N=C(\N)Nc3ccccc3Sc3ccccc3)n2)cc1
2%,Cc1ncc(CO)c(/C=N/NC(=O)c2ccc(Br)cc2)c1O
-6%,CCn1c(=O)c2c(n3c(=S)[nH]nc13)-c1ccccc1CC21CCCCC1
3%,O=C1COc2ccc(C(=O)COC(=O)Cc3ccc(Cl)cc3)cc2N1
-2%[57.5 µM],CCc1ccc(N2CN(Cc3ccco3)CNC2=S)cc1
-5%,O=C(Nc1cccc(-c2nc3ccccc3s2)c1)c1cccs1
0%,CCOC(=O)c1csc(NC(=O)C2CCCCC2)n1
1%[57.5 µM],COc1ccc(N2C(=O)CC(c3ccccc3)C2=O)cc1 (stereo not drawn)

Exported tab-delimited: 5 of the compounds above
mol	ERK EGF block
COCC1CCCCN1Cc1cn(-c2ccccc2)nc1-c1ccc2c(c1)OCO2 (stereo not drawn)	-4%
Cc1ccc(C(=O)N2CCOCC2)cc1S(=O)(=O)Nc1cccc(C)c1C	11%
CSc1nc(Cl)cc(N2CCOCC2)n1	-6%
COCCCNC(=O)c1cc(C)nn1-c1ccccc1	7%[57.5 µM]
Cc1ccc(SCc2cc(=O)[nH]c(/N=C(\N)Nc3ccccc3Sc3ccccc3)n2)cc1	2%

Back to the main list with the three entries that preceded the break.
ERK EGF block,compound
-5%,O=C(Nc1cccc(-c2nc3ccccc3s2)c1)c1cccs1
0%,CCOC(=O)c1csc(NC(=O)C2CCCCC2)n1
1%[57.5 µM],COc1ccc(N2C(=O)CC(c3ccccc3)C2=O)cc1 (stereo not drawn)
-6%[57.5 µM],O=C(NC(=O)c1ccc(F)cc1F)Nc1ccc(Cl)cc1
-13%[57.5 µM],CC(C)(C)c1ccc(C(=O)Nc2ccc(O)c3c(=O)cc(-c4cccc(Cl)c4)oc23)cc1
-5%[57.5 µM],Brc1cc(Br)cc(CN2CCSCC2)c1
-4%[57.5 µM],Cc1csc2c(N3CCC(C(=O)O)CC3)ncnc12
7%,CC1(c2ccc3ccccc3c2)NC(=O)N(CC(=O)Nc2cccc(S(=O)(=O)N3CCOCC3)c2)C1=O (stereo not drawn)
-6%,O=C(NCCOc1ccccc1)c1ccccc1[N+](=O)[O-]
7%,Cc1ccc(OCCC(=O)NCCc2ccc(S(N)(=O)=O)cc2)cc1
3%,C=CCn1c(O)c(N=NC(=O)OC(C)(C)C)c2ccccc21
-4%,COc1cc(C(O)CO)ccc1OS(=O)(=O)O (stereo not drawn)
-1%,Cc1cc(S(=O)(=O)N(Cc2ccccc2Cl)c2ccc3c(c2)CCC3)ccc1-n1cnnn1
0%,O=[N+]([O-])c1ccc(CSc2nnc3ccccn23)cc1
0%,CCOC(=O)c1nnn(CC(=O)N2N=C(c3cc(C)ccc3C)CC2c2ccc(OC)cc2)c1C(=O)OCC (stereo not drawn)

ERK EGF block,compound
11%,COc1ccccc1CNc1nc(SC)ncc1CO
5%,CC(C)Cc1nnc(NC(=O)CS(=O)(=O)Cc2ccccc2)s1
-10%,COc1cccc2cc(C(C)N(CCCN3CCOCC3)C(=S)Nc3ccccc3C)oc12 (stereo not drawn)
-17%,CC(C)(C)NC(=O)C(OC(=O)c1cccs1)c1ccc(F)cc1 (stereo not drawn)
6%[57.5 µM],CCN(CC)C(=O)Oc1ccc(Br)cc1C(=O)Nc1ccc(F)c(Cl)c1
6%,Oc1ccc(Cl)c2cccnc12
-5%[57.5 µM],C=CCn1c(-c2cc(-c3ccccc3)sc2N)n[nH]c1=S
-5%,CCN(CC)S(=O)(=O)c1ccc(Cl)c(NC2=NCCCCC2)c1
7%,O=C(NCc1ccco1)c1ccc(-c2ccccc2Cl)o1
12%,O=c1cc(-c2ccccc2O)oc2c(O)c(O)ccc12
-3%,Cc1ccc(C(C)(C)C)c(OCCOCCN2CCCC2)c1
1%,COCCN(CCOC)C(=O)Nc1ccc(Cl)cc1

ERK EGF block,compound
2%,Cc1ccc(-c2csc3ncnc(NS(=O)(=O)c4ccc(Cl)cc4)c23)cc1
-10%,Cc1ccc(S(=O)(=O)NCCC(=O)Nc2ccc(C)cc2C(=O)c2ccccc2)cc1
-2%,Cc1ccc(-n2nnnc2/C=C\Nc2cc(C)on2)cc1
-15%,CCc1c(C(=O)N/N=C/c2ccsc2)csc1C
6%[57.5 µM],C=CCN=C1S/C(=C/c2ccc([N+](=O)[O-])cc2)C(=O)N1CC=C
11%,Cc1cccn2c(=O)c(/C=C(\C#N)C(=O)NCc3ccco3)c(N3CCC(C(N)=O)CC3)nc12
3%,Cc1ccc(NC(=O)CSc2nnnn2-c2ccc3c(c2)OCO3)cc1C
-12%,COc1ccc(NC(=S)NNC(=O)c2cccs2)cc1
1%,O=C(Nc1ccc(F)cc1)c1csc(Cc2ccccc2)n1
-2%,COc1cc(NC(=O)c2ccccn2)cc(OC)c1OC
-11%[57.5 µM],O=C(CNc1ccc(Br)cc1)c1ccc(O)cc1
6%[57.5 µM],O=C(NCc1ccccc1)C1=C[C@H](C2CC2)C[C@H](OCc2ccc(CO)cc2)O1

An excerpt from above in order of count of non-hydrogen atoms, rising.
ERK EGF block,compound
1%,O=C(Nc1ccc(F)cc1)c1csc(Cc2ccccc2)n1
5%,CC(C)Cc1nnc(NC(=O)CS(=O)(=O)Cc2ccccc2)s1
6%[57.5 µM],CCN(CC)C(=O)Oc1ccc(Br)cc1C(=O)Nc1ccc(F)c(Cl)c1
11%,Cc1cccn2c(=O)c(/C=C(\C#N)C(=O)NCc3ccco3)c(N3CCC(C(N)=O)CC3)nc12

(listing goes on)
ERK EGF block,compound
4%,CC(C)OC(=O)c1ccc(S(N)(=O)=O)o1
-6%,COc1ccc(CNC(=S)Nc2ccc(S(N)(=O)=O)cc2)cc1
-2%[57.5 µM],COc1ccc(OC)c(C2=NOC(C(=O)Nc3cc(C)on3)C2)c1 (stereo not drawn)
7%,O=c1c2c(ncn1Cc1ccccc1)nc1n2CCC1
-17%[57.5 µM],O=C(CSCC(=O)N1CCOCC1)Nc1nc(-c2ccccc2)cs1
0%,CC(C)(C)NC(=O)CN(Cc1cccs1)C(=O)CCN1CCc2ccccc21
12%,COc1ccc(C(=O)N/N=C(\C)CC(=O)N2CCN(C=O)CC2)cc1
4%[57.5 µM],CCOC(=O)N1CN(C(=O)OCC)CN(C(=O)OCC)C1
0%,CC(=O)N1Cc2cc(N)ccc2Oc2ccccc21
-4%,Cc1ccc(/C=C/C(=O)OCC(=O)NCCN2C(=O)CSC2=O)cc1
9%,COC(=O)c1cc(C(=O)NCCN2C(=O)S/C(=C\c3cccs3)C2=O)cc([N+](=O)[O-])c1
-8%,CCOC(=O)NC(=O)COC(=O)CNC(=O)c1ccc(OCC)c(OCC)c1

ERK EGF block,compound
7%[57.5 µM],COc1ccc(C2NC(=O)NC(C)=C2[N+](=O)[O-])cc1OC (stereo not drawn)
-9%,O=C(NCCc1c[nH]c2ccccc12)C(=O)Nc1ccccc1
3%[57.5 µM],COC(C[C@@H]1O[C@@H]1[C@@H](O)[C@H](C)OCc1ccccc1)OC
6%,CCN(Cc1ccccc1)C(=O)C1CCN(CC2CC=CCC2)CC1 (stereo not drawn)
-1%,CCCOC1CCCN(Cc2nc(-c3cnccn3)no2)C1 (stereo not drawn)
1%,COc1ccc(Cc2nnc(NS(=O)(=O)c3ccccc3)s2)cc1
-2%,COc1cccc(N2CC(C(=O)Nc3nnc(SCc4ccccn4)s3)CC2=O)c1 (stereo not drawn)
2%,Cc1ccc(-c2csc(N(CC3CCCO3)C(=O)c3ccco3)n2)cc1 (stereo not drawn)
-7%,COc1ccc(C2=NOC(CNC(N)=S)C2)cc1 (stereo not drawn)
-2%[57.5 µM],CCOC(=O)/C(C#N)=C/Nc1ccsc1C(=O)OC
?,COc1cc(OC)c2c(=O)c(OC)c(-c3ccc(OC)c(OC)c3)oc2c1
11%,Cc1nc(CC(C)C)cc(C(=O)N2CCCC(CNS(=O)(=O)c3cccs3)C2)n1 (stereo not drawn)

ERK EGF block,compound
10%,Cc1nnc(SCc2ccc(C(=O)c3ccc(Cl)cc3)o2)n1-c1ccccc1
-8%,O=C(NN1C(=O)c2ccccc2C1=O)c1ccccc1[N+](=O)[O-]
-17%,CCCCN1C=C(C(=O)OC)C(c2ccccc2Cl)C(C(=O)OC)=C1
1%,Cn1c(=O)c(C(=O)CSc2ccccc2)c(N)n(Cc2ccccc2)c1=O
2%,Cc1ccc(C(=O)NCCOc2cccc(C)c2)cc1
-10%[57.5 µM],COc1ccc(C(CCN2CCCCC2)c2c(OC)cc(OC)c3c(-c4ccccc4)cc(=O)oc23)cc1 (stereo not drawn)
-2%,Cc1ccc(C)c(N2N=C(C(=O)Nc3nccs3)CCC2=O)c1
-11%[57.5 µM],O=C(NC(=S)Nc1cccc(F)c1)c1cccc([N+](=O)[O-])c1
-5%,Cc1nc(Cl)c(S(N)(=O)=O)c(C)c1Cl
3%,COc1cc2c(cc1OC)C(C1C(=O)CCCC1=O)N(C(=O)CCl)CC2 (stereo not drawn)
13%,CC(C)CN1CCN(Cc2ccc(CN3CCCCC3)s2)CC1CCO (stereo not drawn)
-4%,Fc1ccc(CSc2ccc(-c3cccs3)nn2)cc1

ERK EGF block,compound
-2%,O=C(NCc1ccco1)C1CC(c2ccc(Cl)cc2)=NO1 (stereo not drawn)
-14%[57.5 µM],O=C(CSc1ncnc2c1oc1ccccc12)Nc1nccs1
3%,CN(C)c1ccc(CNc2ncn[nH]2)cc1
-1%,NS(=O)(=O)c1ccc(O)c(N2C(=O)c3cccc4c(C(=O)c5ccccc5)ccc(c34)C2=O)c1
5%,O=C(COC(=O)c1ccccc1)Nc1ccccc1N1CCOCC1
3%,O=C(Nc1ccccc1Br)C1CC(=O)N(c2ccc3c4c(cccc24)CC3)C1 (stereo not drawn)
-9%[57.5 µM],COc1c(C)cc(C(=O)C2CCCN(C(=O)c3snnc3C)C2)cc1C (stereo not drawn)
0%[57.5 µM],Clc1ccccc1-c1nc(-c2ccncc2)no1
-2%,C=CCn1cc(/C=N/N2C(=O)C3C4C=CC(C4)C3C2=O)c2ccccc21 (stereo not drawn)
-4%,CC1=CC(C)(C)n2c(O)c(N=NC(N)=S)c3cc(C)cc1c32
0%[57.5 µM],CC1=NN2C(=N)/C(=C\c3cc(C)n(-c4cccc(C)c4)c3C)C(=O)N=C2S1
-7%,Cc1nn(C)cc1S(=O)(=O)NC1CCCC1

Molecules listed so far with a cyano group, in the order listed:
ERK EGF block,compound
11%,Cc1cccn2c(=O)c(/C=C(\C#N)C(=O)NCc3ccco3)c(N3CCC(C(N)=O)CC3)nc12
-2%[57.5 µM],CCOC(=O)/C(C#N)=C/Nc1ccsc1C(=O)OC

(listing goes on)
ERK EGF block,compound
-1%&-3%,Cc1nn(-c2ccccc2)nc1CNC(=O)C(C)Cc1ccccc1 (stereo not drawn)
1%,CCOC(=O)NC(O)C(=O)c1ccc(F)cc1 (stereo not drawn)
-4%,O=C(COC(=O)[C@H](Cc1ccccc1)NC(=O)c1cccs1)Nc1cc(F)ccc1F
2%,Cc1cccnc1CN1CCN(Cc2nc(C(c3ccccc3)c3ccccc3)no2)CC1
8%[57.5 µM],COc1ccc(C(=O)N/N=C(\C)CC(=O)Nc2cccc(C(F)(F)F)c2)cc1
0%,COc1ccc(-c2nnc3ccc(SCC(=O)Nc4nc5ccc(C)cc5s4)nn23)cc1OC
5%,COc1cc(OC)c(C(=O)CCC(=O)O)cc1OC
-8%,COCCNC(=S)N(CCc1c(C)[nH]c2ccc(Cl)cc12)Cc1cccs1
-4%,CCOC(=O)/C(C)=N/NC(=O)c1cccc([N+](=O)[O-])c1
0%,O=C1CN(C(=O)CSc2nnc3ccccn23)c2ccccc2N1
-10%[57.5 µM],CN1CCC=C(C(=O)N2c3ccccc3Sc3ccc(Cl)cc32)C1
-3%,CCN(CC)S(=O)(=O)c1ccc(NC(=O)COC(=O)c2ccc(NC(=O)CC#N)cc2)cc1

ERK EGF block,compound
-2%,O=C(NN=C1CCCCC1)c1ccccc1OCc1ccc(F)cc1
6%,Cc1nn(Cc2ccccc2)c(Cl)c1/C=C/C(=O)OCC(=O)NC(C)C(C)C (stereo not drawn)
16%,CCc1nc2ccc(C(=O)Nc3nnc(C)s3)cc2nc1CC
-8%,OCC1(Cc2cccc(Cl)c2)CCCN(Cc2ccc3cc(F)ccc3n2)C1 (stereo not drawn)
3%,CC(OC(=O)C1COc2ccccc2O1)C(=O)N(C)c1ccccc1 (stereo not drawn)
5%,CC(C)=C1C(=O)NN(c2cccc(Cl)c2)C1=O
0%[57.5 µM],CCCCOCCCNC(=O)N[C@H](C(=O)O)C(C)CC (stereo partly drawn)
5%,COc1ccc(OC)c2[nH]c(C(=O)O)cc12
?,O=C(Cc1ccccc1)Nc1cc(Cl)ccc1Sc1ccccc1
-2%,Cc1cc(NC(=O)CSc2nnc(Nc3ccccc3F)s2)no1
-3%,Cc1[nH]c(=S)sc1Cc1ccc(F)cc1
-11%[57.5 µM],Cc1cc(N2CCN(c3ccc(F)cc3)CC2)n2ncnc2n1

ERK EGF block,compound
-4%,Cc1ccc(NCCC(=O)c2cccs2)cc1C
-11%,C(=C\c1ccccc1)/CNn1cnnc1
?,COc1ccc(NC(=O)C(=S)NC2CCCCC2)cc1
-12%[57.5 µM],Brc1ccccc1-n1nnc(-c2cccnc2)n1
?,N/C(Cc1ccc(Cl)cc1Cl)=N\OC(=O)Cc1cccs1
